Screening data from PubChem BioAssay.
MsrA inhibitor: inhibitors of bovine MsrA | purified bovine MsrA, absorbance read-out | inhibition, % at 15.5 µM | 360,000 compounds, 0.75% hits; in the data active = inhibition above about 4.5%;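 also: 0% = vehicle wells with enzyme and 100% = reference inhibitor wells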
SUMO1 PPI mod: modulators of human SUMO1-mediated protein-protein interactions. SUMO1 binding to a labelled peptide, TR-FRET, 1 h. inhibition, % at 20 µM. 360,000 compounds, 0.33% hits. AID 602429. P63165; in the data active = inhibition above about 37%
STEP block: STEP (human) phosphatase inhibition; P54829; inhibition, % at 20 µM; recombinant STEP, OMFP fluorogenic substrate, fluorescence; 360,000 compounds, 0.25% hits; AID 588621;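 active = inhibition at 20 µM, scaled per plate between control wells, above about 37%, limit read from the data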;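 also: 0% = DMSO with enzyme and substrate and 100% = substrate only without enzyme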
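Also added – OMFP at 25 µM · Test system – STEP tyrosine phosphatase · Technique – FITC-channel fluorescence of OMFP product · Schedule – 20 min at room temperature, dark · Evaluation – control-normalized % inhibition with plate pattern correction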
DNMT1 inh: blocks human DNA methyltransferase DNMT1; 360,000 compounds, 0.83% hits; AID 588458; P26358; DNMT1 molecular beacon, Hinp1I cleavage, fluorescence; inhibition (reported as % activation of signal), % at 10 µM; in the data active = inhibition above about 50%
Target sequence (P26358 504-1616 limits assumed): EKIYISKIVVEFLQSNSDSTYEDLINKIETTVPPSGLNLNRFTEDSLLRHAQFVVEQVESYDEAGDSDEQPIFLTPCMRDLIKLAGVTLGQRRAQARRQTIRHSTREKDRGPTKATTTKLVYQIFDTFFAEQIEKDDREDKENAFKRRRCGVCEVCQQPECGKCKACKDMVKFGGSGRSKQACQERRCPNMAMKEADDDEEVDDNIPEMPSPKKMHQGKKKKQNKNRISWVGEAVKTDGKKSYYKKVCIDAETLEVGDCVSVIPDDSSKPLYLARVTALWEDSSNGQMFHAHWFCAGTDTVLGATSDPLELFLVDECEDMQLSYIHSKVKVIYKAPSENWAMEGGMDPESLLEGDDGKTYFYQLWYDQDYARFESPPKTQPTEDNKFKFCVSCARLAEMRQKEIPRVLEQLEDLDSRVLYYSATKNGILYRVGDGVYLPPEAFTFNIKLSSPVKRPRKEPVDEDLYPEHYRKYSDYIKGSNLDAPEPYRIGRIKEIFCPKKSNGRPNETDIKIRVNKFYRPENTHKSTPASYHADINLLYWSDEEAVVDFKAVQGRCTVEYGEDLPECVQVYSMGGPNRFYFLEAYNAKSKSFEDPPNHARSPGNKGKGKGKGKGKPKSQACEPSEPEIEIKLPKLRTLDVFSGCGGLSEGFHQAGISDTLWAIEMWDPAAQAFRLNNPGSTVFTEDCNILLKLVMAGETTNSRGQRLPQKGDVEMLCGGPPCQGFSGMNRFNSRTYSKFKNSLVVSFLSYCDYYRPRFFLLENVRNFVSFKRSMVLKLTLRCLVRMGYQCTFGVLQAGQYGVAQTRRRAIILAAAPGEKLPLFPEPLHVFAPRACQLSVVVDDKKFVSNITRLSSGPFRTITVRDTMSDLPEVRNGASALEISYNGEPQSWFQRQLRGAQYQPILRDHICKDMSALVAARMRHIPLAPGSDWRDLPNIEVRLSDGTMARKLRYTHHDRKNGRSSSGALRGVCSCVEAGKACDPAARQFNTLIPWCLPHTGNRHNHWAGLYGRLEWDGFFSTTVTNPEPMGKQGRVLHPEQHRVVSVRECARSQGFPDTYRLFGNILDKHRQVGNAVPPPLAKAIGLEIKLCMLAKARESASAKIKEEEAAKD
CSN inh: inhibitors of human CSN-mediated cullin deneddylation. Purified CSN, SCF-Nedd8-OG deneddylation, fluorescence polarization. inhibition, % at 12.5 µM. 360,000 compounds, 0.38% hits;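 active = pattern-corrected inhibition above about 35%, with an unprinted fluorescence ratio check between 0.5 and 1.5, limit read from the data, passing the limit was not always enough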;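 also: 0% = enzyme with substrate and 100% = substrate without enzyme; some results filed as inactive read as strong as hits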
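Assay system: purified human Csn5 enzyme expressed in HEK293T cells; measure: % inhibition; also added: SCFSkp2-Nedd8OG substrate at 10 nM final; technique: fluorescence polarization; times: reaction 90 min, room temperature; medium: Tris buffer pH 7.5, NaCl, DTT, Tween-20, trehalose, ovalbumin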
Rpn11 block: blocks the human proteasome subunit Rpn11. O00487. human 26S proteasome, Ub4-pepOG fluorescence polarization; 20S core pre-blocked with epoxomicin. calls only at 20 µM. 360,000 compounds, 0.59% hits. AID 588493;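 active = inhibition at 20 µM, scaled to each plate's controls, above about 33%, limit read from the data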
TbMetRS inhib: blocks T. brucei methionyl-tRNA synthetase activity | inhibition, % at 11.9 µM | AID 624268 | 360,000 compounds, 0.4% hits | purified T. brucei MetRS, ATP depletion, Kinase-Glo luminescence;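 active = inhibition above a per-plate cutoff of the control wells' mean inhibition plus 3 SD, cut at about 5.5% in these data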;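 also: 0% = DMSO wells median and 100% = median of wells with control inhibitor compound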
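Material: T. brucei methionyl-tRNA synthetase, purified; reagent: substrates ATP, L-methionine and bulk Escherichia coli tRNA; dosing: 11.9 µM single point; timing: 15 min plus 2 h at 25 °C; detection: luminescence of leftover ATP; evaluation: % inhibition; control set: DMSO-only wells as low control; replicates: singlicate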
Scp1 inh: inhibitors of human Scp-1 phosphatase | Q9GZU7 | Recombinant Scp1, phosphopeptide, malachite green phosphate absorbance | inhibition, % at 20 µM | 340,000 compounds, 0.88% hits | AID 493091;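 active = inhibition above about 50% at 20 µM, limit read from the data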;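 also: plate controls were DMSO wells with enzyme for no effect and wells lacking enzyme for full effect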
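Incubation: 45 min enzyme reaction at room temperature / System: truncated SCP-1 phosphatase (76-261aa) / Reagent: Phospho 17-mer peptide substrate / Buffer or medium: Acidic Tris acetate buffer with magnesium and detergent / Signal: absorbance at 630 nm / Doses: one concentration, 20 µM, with 1.0% DMSO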
NadD inh: NadD (S. aureus) enzyme inhibition | AID 602399 | 360,000 compounds, 0.78% hits | purified NadD enzyme, colorimetric absorbance read-out | inhibition, % at 20 µM; in the data active = inhibition above about 26%; also: some compounds past the cut are filed as inactive
LMPTP block: blocks human LMPTP phosphatase; inhibition, % at 20 µM; 360,000 compounds, 0.22% hits; recombinant LMPTP-A, OMFP fluorogenic substrate, fluorescence intensity; P24666;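 active = compounds that cut the enzyme signal by at least half of the control window in the single-dose screen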;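 also: plate controls were DMSO wells with enzyme plus substrate for no effect and substrate without enzyme for full effect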
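Test system: LMPTP-A phosphatase enzyme. Amount: LMPTP-A at 0.625 nM final in the reaction. Reagent: OMFP substrate, 400 µM final. Times: 50 min at room temperature. Signal: endpoint fluorescence intensity from OMFP dephosphorylation. Read-out basis: % inhibition. Benchmarks: no-enzyme and uninhibited controls.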
* = called active by the depositor; i = inactive; · = not tested or not shown. Outcome played no part in choosing rows; about 3.9% have a hit in one of these screens.

Compound	MsrA inhibitor	SUMO1 PPI mod	STEP block	DNMT1 inh	CSN inh	Rpn11 block	TbMetRS inhib	Scp1 inh	NadD inh	LMPTP block
O=C1c2ccccc2C(=O)N1CCc1csc(-c2ccccc2)n1	-0.5	-11	4	-3	9	i	-1.4	0	-1	0.8
Cc1cc(C)c2c(c1)NC(C(=O)O)C1CC=CC21 (centres undefined)	0.6	42*	36	76*	28	i	-0.1	72*	15	43
CS(=O)(=O)NC1c2cccc3cccc(c23)C1Sc1nncn1/N=C/c1ccco1 (centres undefined)	2.1	-16	-2	-3	-1	i	0.0	0	2	0.4
Cc1ccc(NC(=O)CS(=O)CC(=O)NC2CCN(Cc3ccccc3)CC2)c(C)c1 (centres undefined)	1.0	0	-2	0	0	i	0.6	-5	-2	-1.2
CCOC(=O)c1[nH]c(C)c(C(=O)NC2CCCC2)c1C	-0.2	2	10	2	-3	i	-0.1	-4	-1	-1.1
CCCC(=O)Nc1ccc(S(=O)(=O)Nc2cc(C)nc(C)n2)cc1	1.6	5	-1	0	-2	i	0.3	-5	1	-1.5
CCCCn1c(N)c(N(CCOC)C(=O)CCCn2c(=O)oc3ccccc32)c(=O)[nH]c1=O	-2.4	0	3	0	-9	i	0.3	-7	-2	-0.4
Cc1c(Cl)cccc1-n1c(SCC(=O)N2CCC(C(=O)O)CC2)nnc1-c1ccncc1	-0.1	-2	-1	-4	-2	i	-2.3	-8	-2	-0.5
Cn1c(-c2ccc3c(c2)OCO3)cnc1NCc1ccc(Cl)cc1	-0.7	1	0	-1	-1	i	0.3	-3	-4	0.5
O=C(Nc1ccc(CN2CCOCC2)cc1)c1ccc(Br)o1	1.3	3	-1	11	0	i	-2.4	8	-3	2.9
CCCCC(C(=O)NC(C)c1ccccc1)C(=O)NC(C)c1ccccc1 (centres undefined)	1.6	4	24	6	-4	i	-0.8	34	-1	39
COc1ccc(-n2c(C)cc(C(=O)NC3CCCCC3)c2C)cc1	-0.3	-4	2	-1	1	i	-0.8	-7	5	0.7
O=C(Nc1ccc(S(=O)(=O)N2CCc3ccccc32)cc1)c1ccc2c(c1)OCO2	0.9	-1	0	-2	2	i	0.0	-14	-2	2.8
c1ccc2nc(-c3ccc4c(c3)OCO4)ccc2c1	2.0	1	2	0	0	i	-0.9	-4	1	2.7
CCN(c1ccccc1)S(=O)(=O)c1ccc(OC)c(NC(=O)C2CCC2)c1	-0.4	1	-3	-1	4	i	-0.6	0	-6	-2.3
CCOC(=O)NC(=O)COC(=O)CNC(=O)c1cccc(OC)c1	0.7	3	0	2	-12	i	-0.1	-6	-5	-1.3
CCOC(=O)n1c(=O)oc2ccccc21	0.7	-1	0	2	6	i	-0.3	-1	0	-0.7
COc1nc(-c2ccccc2)cc(C(F)(F)F)n1	0.0	1	-3	1	-1	i	-0.8	-1	-5	-1.4
NS(=O)(=O)c1ccc(CNC(=S)Nc2cc(S(=O)(=O)N3CCOCC3)ccc2Cl)cc1	1.4	12	3	-3	3	i	-0.3	-5	4	-1.0
CCCOc1ccc(-c2nnn(CC(=O)OCC)n2)cc1	-0.1	0	1	0	3	i	-0.6	-14	-2	-0.5
Cc1noc(/C=C/c2cccs2)c1S(=O)(=O)N1CCC(C(=O)NCCCN2CCCC(C)C2)CC1 (centres undefined)	1.2	-18	2	-1	1	i	-1.0	-6	-5	1.0
Cc1c(C(=O)NCCCN2CCOCC2)oc2ccc(S(=O)(=O)N3CCOCC3)cc12	-1.1	4	-3	-2	-5	i	-1.0	0	1	-2.8
Cc1cccc2cc(C(c3nnnn3Cc3ccccc3)N3CCCc4ccccc43)c(=O)[nH]c12 (centres undefined)	1.9	-20	0	26	1	i	-0.5	-2	12	1.4
O=C1CN(C(=O)CNC(=O)c2ccc(Cl)cc2Cl)CCN1	-0.1	4	0	2	1	i	1.4	-5	-5	-1.1

DNMT1 inh: what is marked active above
Molecule | MsrA inhibitor | SUMO1 PPI mod | DNMT1 inh | CSN inh | Rpn11 block | TbMetRS inhib | Scp1 inh | NadD inh | LMPTP block
Cc1cc(C)c2c(c1)NC(C(=O)O)C1CC=CC21 (centres undefined) | 0.6 | 42* | 76* | 28 | i | -0.1 | 72* | 15 | 43

Record cards, from the list above. Order of values: MsrA inhibitor	SUMO1 PPI mod	STEP block	DNMT1 inh	CSN inh	Rpn11 block	TbMetRS inhib	Scp1 inh	NadD inh	LMPTP block
CCN(c1ccccc1)S(=O)(=O)c1ccc(OC)c(NC(=O)C2CCC2)c1 in the list: -0.4	1	-3	-1	4	i	-0.6	0	-6	-2.3
O=C(Nc1ccc(S(=O)(=O)N2CCc3ccccc32)cc1)c1ccc2c(c1)OCO2 in the list: 0.9	-1	0	-2	2	i	0.0	-14	-2	2.8

An excerpt from above, reduced to Scp1 inh and CSN inh.
SMILES	Scp1 inh	CSN inh
CCCCn1c(N)c(N(CCOC)C(=O)CCCn2c(=O)oc3ccccc32)c(=O)[nH]c1=O	-7	-9
Cc1c(Cl)cccc1-n1c(SCC(=O)N2CCC(C(=O)O)CC2)nnc1-c1ccncc1	-8	-2
Cn1c(-c2ccc3c(c2)OCO3)cnc1NCc1ccc(Cl)cc1	-3	-1

Remaining list, next part:
Compound	MsrA inhibitor	SUMO1 PPI mod	STEP block	DNMT1 inh	CSN inh	Rpn11 block	TbMetRS inhib	Scp1 inh	NadD inh	LMPTP block
Cc1occc1C(=O)Nc1cc(C(C)(C)C)on1	-0.5	2	-1	1	8	i	-1.9	-8	-7	0.1
Nc1nc2nccc(-c3ccccn3)n2n1	2.8	-3	-1	-1	-2	i	-0.3	1	-2	-0.6
Cc1ccc(NC(=O)CNC(=O)C23CC4CC(CC(C4)C2)C3)nc1	-0.2	-11	-2	2	-1	i	-0.3	·	3	-0.8
O=C(CCS(=O)(=O)c1cccc2nsnc12)NC1CCCCC1	0.7	-26	10	-1	5	i	-1.2	-1	-4	-0.9
O=C(Nc1ncccc1O)c1ccc(OCC2CCCO2)cc1 (centres undefined)	0.7	-10	2	-4	0	i	-0.2	-5	-2	-0.1
Cc1cc(=O)oc2cc(OCC(=O)NC3CC(C)(C)NC(C)(C)C3)ccc12	0.1	-5	-4	4	-3	i	0.2	1	-2	-0.6
Cc1ccc(O)c(N=Cc2cc(Cc3ccccc3)cc([N+](=O)[O-])c2O)c1	1.7	-3	2	-5	21	i	0.1	-8	54*	9.1
COc1cccc2c(=O)c3c([nH]c12)OC(C)(C)C3	1.4	6	-1	2	-3	i	-0.3	-6	-8	-1.9
Cc1ccc(NS(=O)(=O)c2c(C)noc2C)cc1	-0.6	4	-1	-1	-4	i	-0.6	-3	1	0.2
COc1ccc(NC(=O)CN(C)CC(=O)c2[nH]c(C)c(C(C)=O)c2C)cc1	1.6	-3	1	-2	-2	i	0.2	-5	4	-1.0
c1ccc(-c2nc(NCC3CC3)nc3ccsc23)cc1	0.1	-3	-3	6	3	i	-0.2	·	7	2.3
Cc1ccc(-n2nc(C(=O)O)cc2-c2ccccc2Cl)cc1	-2.4	4	-6	-3	2	i	-0.6	-9	-3	0.6

Continued:
molecule,MsrA inhibitor,SUMO1 PPI mod,STEP block,DNMT1 inh,CSN inh,Rpn11 block,TbMetRS inhib,Scp1 inh,NadD inh,LMPTP block
Cc1ccc(CNC(=O)/C=C/c2cccs2)cc1,-0.1,-6,0,0,-12,i,0.9,-7,-8,-1.1
Nn1c(SCc2nc3ccccc3[nH]2)nnc1-c1ccccc1,0.1,0,-3,-1,4,i,-0.1,3,-1,-1.9
O=C(NCc1ccc2c(c1)OCO2)C1CCN(S(=O)(=O)N2CCCCC2)CC1,-0.7,3,-3,7,2,i,1.0,-4,-3,-4.3
COc1cc(C(C)=O)ccc1OCC(=O)Nc1ccc(C)c(S(=O)(=O)N2CCCCCC2)c1,0.2,12,1,-11,-2,i,-0.2,1,-5,2.6
COC(=O)C(NC(=O)CSc1nc(N)cc(=O)[nH]1)c1ccccc1 (centres undefined),1.5,-1,0,2,0,i,0.6,0,-5,-0.8
Cc1cccc(N2C(=O)c3ccc(Br)cc3C2=O)n1,0.5,-24,-4,1,-4,i,-0.1,·,-4,-1.7
CCCCOC(=O)Nc1cc(Cl)ccc1C,2.2,2,1,3,3,i,-1.6,-7,-5,-0.4
O=C(COC(=O)CCC(=O)c1cccs1)Nc1ccc(S(=O)(=O)N2CCOCC2)cc1,0.1,-1,1,-2,1,i,-0.4,-6,2,-0.1
CCN(CC)C(=O)c1ccc(C)c(Br)c1,0.5,2,-2,-3,5,i,0.0,-2,-3,-2.0
O=C(Nc1ccc2oc(=O)ccc2c1)c1ccc(-c2ccccc2[N+](=O)[O-])o1,-1.0,57*,7,-2,3,i,0.5,0,-5,11
CC(CN1CCC(n2nccc2NC(=O)CCCc2ccccc2)CC1)c1ccccc1 (centres undefined),1.9,2,-2,0,1,i,-0.6,1,-2,0.9
